Rab7 wt GTP bind: modulators of GTP binding to Rab7, primary screen, biochemical, wildtype, multiplex bead flow cytometry; GST-Rab7 beads, fluorescent GTP binding; actives lie on both sides; untreated = 100%, excess cold GTP = 0%; GTP binding activity (percent of control), % at 10 µM; 190,000 compounds, 0.055% hits;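 active = fluorescent GTP binding to Rab7 beads changed by at least 20 points from the 100% baseline, either direction, mostly lower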;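 also: median green fluorescence of bound Bodipy-FL-GTP per Rab7 bead population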
Rac1 wt GTP bind: wildtype Rac1 GTP binding modulators, primary screen, biochemical, GST-Rac1 beads, flow cytometry, multiplex; fluorescent GTP binding; actives lie on both sides; 0 = cold GTP competed, 100 = untreated; GTP binding activity (% of control), % at 10 µM; 190,000 compounds, 0.27% hits; Ras-related C3 botulinum toxin substrate 1 (Homo sapiens), P63000;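 active = GTP binding activity at least 20 points away from the 100% control level, either lower or higher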
Bcl-XL Bim block: inhibitors of Bim-Bcl-XL binding, primary screen, biochemical, multiplexed, bead flow cytometry, human Bcl-XL; Bcl-2-like protein 1 (Homo sapiens), Q07817; Bim peptide-Bcl-XL binding, fluorescence; inhibition, % at 10 µM; AID 1007, 2008; 190,000 compounds, 0.04% hits
Target sequence (Q07817 whole entry, looked up): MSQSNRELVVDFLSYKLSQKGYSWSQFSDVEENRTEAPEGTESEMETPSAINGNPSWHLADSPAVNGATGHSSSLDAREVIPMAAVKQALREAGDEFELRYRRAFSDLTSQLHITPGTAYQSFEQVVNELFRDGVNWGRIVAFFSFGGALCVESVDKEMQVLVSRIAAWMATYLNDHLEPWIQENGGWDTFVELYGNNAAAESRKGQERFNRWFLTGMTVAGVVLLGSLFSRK
Bim-Bcl-W: inhibitors of Bim binding to Bcl-W, primary screen, biochemical, multiplexed, bead-based flow cytometry | Bcl-2-like protein 2 (Homo sapiens), Q92843 | Bim peptide-Bcl-W binding | AID 952, 2007 | 190,000 compounds, 0.02% hits | inhibition, % at 10 µM;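 also: 0% = bound tracer without compound and 100% = peptide blocker; higher means less fluorescent Bim peptide bound to Bcl-W beads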
Target sequence (Q92843 whole entry, looked up): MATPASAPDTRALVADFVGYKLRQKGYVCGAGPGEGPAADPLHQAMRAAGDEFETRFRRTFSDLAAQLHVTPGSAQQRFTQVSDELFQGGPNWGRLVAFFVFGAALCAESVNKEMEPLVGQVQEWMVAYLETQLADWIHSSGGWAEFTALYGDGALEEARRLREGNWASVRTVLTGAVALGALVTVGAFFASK
Bfl-1 Bim block: inhibitors of Bim binding to Bfl-1, primary screen, biochemical, multiplexed, bead-based flow cytometry; 190,000 compounds, 0.12% hits; AID 1008, 2008; Bim-Bfl-1 binding inhibition; Bcl-2-related protein A1 (Homo sapiens), Q16548; inhibition, % at 10 µM;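 also: 0% = wells without compound plus tracer and 100% = blocker peptide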
Cdc42 wt: modulators of GTP binding to wildtype Cdc42, primary screen, biochemical, multiplex bead flow cytometry, Bodipy-GTP. 190,000 compounds, 0.2% hits. percent activity (GTP binding), % at 10 µM. GST-Cdc42 beads; actives lie on both sides. AID 761, 2007;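 active = percent activity GTP binding at least 20 points away from the 100% baseline, either down as inhibitor or up as activator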;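 also: median bead fluorescence of bound Bodipy-FL-GTP at 100 nM; 0% = excess unlabeled GTP control and 100% = no compound control; below 100% means less GTP binding so inhibitor and above means activator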
Rab2 wt GTP: modulators of GTP binding to Rab2A wildtype, primary screen, biochemical, dog, bead-based flow cytometry, multiplex. GST-Rab2 wt beads, Bodipy-GTP binding. 190,000 compounds, 0.19% hits. GTP binding activity, % at 10 µM. AID 760, 2007. Ras-related protein Rab-2A (Canis lupus familiaris), P61105;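 active = GTP binding activity at least 20 points away from 100%, either lowered or raised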;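 also: 0% = beads with excess unlabeled GTP and 100% = no-compound control corrected for plate trend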
Bim-Bcl-B: inhibitors of Bim-Bcl-B binding, primary screen, biochemical, multiplexed, human Bcl-2 family. 190,000 compounds, 0.073% hits. bead-based flow cytometry, Bim peptide-Bcl-B binding. inhibition, % at 10 µM. Bcl-2-like protein 10 (Homo sapiens), Q9HD36;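 also: 0% = tracer peptide without compound and 100% = reference inhibitor peptide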
Target sequence (Q9HD36 whole entry, looked up): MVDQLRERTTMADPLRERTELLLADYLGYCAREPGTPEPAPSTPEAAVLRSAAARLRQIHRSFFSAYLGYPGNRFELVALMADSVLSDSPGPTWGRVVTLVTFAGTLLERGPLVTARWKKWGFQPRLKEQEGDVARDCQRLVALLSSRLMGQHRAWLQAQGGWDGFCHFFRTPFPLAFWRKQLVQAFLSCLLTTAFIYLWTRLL
Bcl-2 Bim block: inhibitors of Bim-Bcl-2 binding, primary screen, biochemical, multiplexed, human Bcl-2 family | Bead-based flow cytometry, Bim peptide-Bcl-2 binding | inhibition, % at 10 µM | 190,000 compounds, 0.06% hits | AID 950, 2007; in the data active = inhibition above about 40%;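 also: 0% = no compound wells with probe peptide and 100% = reference peptide inhibitor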
Target sequence (P10415 whole entry, looked up): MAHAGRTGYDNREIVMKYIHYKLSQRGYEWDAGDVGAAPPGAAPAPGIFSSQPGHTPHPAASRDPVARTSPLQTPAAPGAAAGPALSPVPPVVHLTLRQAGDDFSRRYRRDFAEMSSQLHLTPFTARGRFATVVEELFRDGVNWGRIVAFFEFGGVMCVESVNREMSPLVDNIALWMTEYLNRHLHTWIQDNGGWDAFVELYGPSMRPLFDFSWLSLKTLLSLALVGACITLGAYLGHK
Rac1 mut GTP: GTP binding modulators of activated mutant Rac1, primary screen, biochemical, bead-based flow cytometry, multiplex, fluorescent GTP; Ras-related C3 botulinum toxin substrate 1 (Homo sapiens), P63000; GST-Rac1 activated beads; actives lie on both sides; 100% means binding = to untreated wells; percent activity (GTP binding), % at 10 µM; 190,000 compounds, 0.11% hits;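 active = GTP binding at least 20 percentage points away from the 100% baseline, in either direction, so actives lie on both sides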
HRas wt GTP bind: modulators of GTP binding to HRas wildtype, primary screen, biochemical, bead-based flow cytometry, multiplex. GTPase HRas (Homo sapiens), P01112. GST-Ras wt beads, Bodipy-FL-GTP binding; actives lie on both sides. GTP binding activity, % at 10 µM. 190,000 compounds, 0.14% hits;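 active = GTP binding activity at least 20% away from the 100% baseline, either lowered as inhibitor or raised as activator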;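 also: 0% = unlabeled GTP competition control and 100% = no-compound control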
An asterisk follows results filed as active. Rule as the data show it, unless noted: active = inhibition above about 40%.

SMILES	Rab7 wt GTP bind	Rac1 wt GTP bind	Bcl-XL Bim block	Bim-Bcl-W	Bfl-1 Bim block	Cdc42 wt	Rab2 wt GTP	Bim-Bcl-B	Bcl-2 Bim block	Rac1 mut GTP	HRas wt GTP bind
S=C(Nc1ccc2nsnc2c1)N1CCCCC1	102	101	0	7	5	98	102	-6	8	100	101
Nc1nc(SCC(=O)c2cccs2)n[nH]1	105	98	0	0	-1	100	99	-4	-3	96	99
Cc1ccc(CNC(=O)C2COc3ccccc3O2)cc1 (stereo not given)	100	98	-2	0	-2	97	96	-1	0	98	98
Cc1ccsc1/C=N/N1CCN(C2c3ccccc3-c3ccccc32)CC1	96	92	-8	-5	-3	95	92	-4	-4	93	95
CC(C)C1Nc2ccc(S(=O)(=O)N3CCOCC3)cc2NC1=O (stereo not given)	99	101	1	0	0	95	94	0	-1	99	99
O=C1c2ccccc2NC2(CCCC2)N1N=C1CCCC1	96	95	-1	0	-4	96	92	-1	-4	95	93
Cc1[nH]n2c(=O)c3c(nc2c1-c1cccc2ccccc12)CCC3	99	102	-1	-1	0	105	100	-3	0	96	102
O=C(O)c1ccc(NCc2nc3ccccc3n2CCOc2ccccc2Cl)cc1	97	98	-2	-1	-5	95	96	-2	-1	97	96
COCCN=c1scc(-c2cccs2)n1/N=C/c1ccc(O)c(O)c1O	101	103	6	21	40*	97	101	0	21	98	99
COc1cc(OC)c(NC(=S)Nc2cc(Cl)cc(Cl)c2)cc1Cl	101	104	-5	-5	-1	99	98	-13	-7	99	100
N#Cc1nc(-c2cccs2)oc1NCc1ccc2c(c1)OCO2	89	91	8	14	7	92	91	10	5	91	92
CC1=C(C(=O)Nc2cccnc2)C(c2ccccn2)n2nnnc2N1 (stereo not given)	100	105	-29	1	-7	97	97	-4	-3	92	98
COc1ccccc1N1CCN(CC(=O)NCCc2ccc(S(N)(=O)=O)cc2)CC1	97	102	-7	-3	-3	100	98	-3	-1	96	99
CCN(CC)CC(=O)Nc1sc2c(c1C(=O)c1ccccc1OC)CCC2	99	98	1	4	-3	93	98	-1	0	94	96
N#Cc1nc(Cc2cccc3ccccc23)oc1NCc1ccc(F)cc1	99	98	-7	-2	-2	100	102	-9	-1	99	102
Cc1cccc(Sc2ccc([N+](=O)[O-])cn2)c1	99	101	0	0	0	98	95	-3	1	97	97
CCOC(=O)C1(CCOc2ccccc2)CCN(Cc2ccncc2)CC1	97	100	-2	-1	-3	99	100	-2	0	98	100
Cc1occc1-c1nnc(SCC(=O)N(C)C)o1	101	100	-7	-1	-3	96	98	2	-2	96	97
CC(C)N1CCN(Cc2cccn2-c2nccs2)CC1CCO (stereo not given)	101	99	0	-2	-5	99	97	-5	-2	94	96
CC1CCN(CCCNC(=O)C2CCN(S(=O)(=O)N3CCCCC3)CC2)CC1	97	100	-6	-1	-17	98	96	-10	-8	96	98
O=C(CSc1nc(-c2ccco2)cc(C(F)(F)F)n1)N1CCN(c2ccc(Cl)cc2)CC1	102	106	0	-4	1	99	101	-7	0	97	102
Cc1cc(Cl)c(OCCOCCN2CCCC(C)C2)c(Br)c1 (stereo not given)	95	100	-1	-1	5	101	95	3	-1	97	96
CCN(C(=O)Cn1c(=O)oc2ccccc21)C1CCS(=O)(=O)C1 (stereo not given)	100	104	-3	1	-8	100	100	-6	-5	99	100
Cc1cccnc1NC(=O)c1c(O)c2cccc3c2n(c1=O)CCC3	97	100	1	0	0	99	99	0	0	98	100
O=C(O)c1ccc(NCCc2ccc(Cl)cc2)c([N+](=O)[O-])c1	95	98	-6	-5	-8	96	95	-3	-8	94	96
N/C(=N\OC(=O)c1cccc(Cl)c1)c1ccccn1	99	103	-6	-2	0	96	98	-5	-1	99	99
O=C(C1CCCN(S(=O)(=O)c2cccc3nonc23)C1)N1CCN(c2ccccc2Cl)CC1 (stereo not given)	102	106	-2	0	0	99	101	0	0	98	103
Cc1csc(NC(=O)CN2C(=O)C3CC=CCC3C2=O)n1 (stereo not given)	104	110	-5	0	-17	107	106	-8	-9	100	103
OC1C2(Cc3ccccc3)CN3CCN(C2)CC1(Cc1ccccc1)C3 (stereo not given)	95	103	-1	-2	0	105	102	1	-2	99	101
COc1ccc(-c2nnc(SCC(=O)c3ccc[nH]3)o2)cc1	99	100	1	3	0	101	99	-4	-4	99	98
CCC(=O)Nc1cccc(NC(=O)c2cccc([N+](=O)[O-])c2C)c1	97	105	0	-1	0	98	97	-1	0	100	100
O=C(COC(=O)C1COc2ccccc2O1)Nc1cccc(S(=O)(=O)N2CCCCC2)c1 (stereo not given)	97	99	-2	0	2	98	95	-7	0	94	99
CCc1cccc(NC(=O)CN(C)S(=O)(=O)c2cccs2)c1	98	99	-1	-1	-3	99	100	-3	-3	94	98
CCN(CC)CCCNC(=O)C1CCCN(c2nnc(N3CCCC3=O)s2)C1 (stereo not given)	98	102	-2	14	7	101	100	-1	10	98	101
COC(=O)Cn1c2[n+](c3ccccc31)CC(O)CS2 (stereo not given)	96	102	-2	1	1	97	98	-6	0	99	97
O=c1[nH]c2cc3c(cc2cc1CN(Cc1nnnn1C1CCCC1)C1CCCC1)OCCO3	108	107	0	1	0	104	102	0	1	102	105
COC(=O)Cn1c(=NC(=O)c2cccc(OC)c2)sc2cc(OC)ccc21	99	101	-12	-8	-7	98	98	-14	-16	96	99
COc1ccc(C)cc1NC(=O)CN1CCN(CC(=O)Nc2ccccc2F)CC1	97	105	-9	4	-6	103	100	-6	-4	102	102
COc1ccc(C[C@H]2CN3C(=NC[C@@H]3Cc3ccccc3)N2CCNC(=O)CCC2CCCCC2)cc1	98	100	0	-2	-3	98	98	-8	0	97	97
CCCCN(CCCC)NC(=O)c1ccccc1	95	100	0	1	-4	96	95	-1	0	94	97
CC1Cc2ccccc2N1C(=O)c1cc2c(=O)n3ccccc3nc2n1C (stereo not given)	103	110	-3	5	-9	102	106	-8	-8	104	104
COc1cc(Nc2ccc(C(=O)O)cc2[N+](=O)[O-])cc(OC)c1	100	102	-3	0	0	97	95	-2	0	94	99
Cc1ccc(C)c(OCCSc2nnc(-c3cccnc3)n2N)c1	98	102	-14	-10	0	99	99	-17	-5	100	100
CC(C)(C)c1ccc(C(=O)C2CCCN(C(=O)C3CCOCC3)C2)cc1 (stereo not given)	100	106	-1	1	-3	105	106	-3	-2	102	102
Cc1ccccc1Nc1scc(-c2ccc(Cl)cc2)[n+]1-c1ccccc1C	106	101	1	-2	-6	98	99	-3	-5	95	98
Nn1c(=O)[nH]c2ccccc2c1=O	108	98	2	1	-6	95	99	-4	-3	95	98
O=C(Nc1cc2c(cc1Br)OCCCO2)c1ccccc1	103	103	-2	2	0	100	102	-2	0	98	102
CCCCOc1ccc(C2C(C(=O)c3ccc(C)o3)=C(O)C(=O)N2CC2CCCO2)cc1 (stereo not given)	94	99	-8	-6	-9	100	96	-5	-3	98	99
C=C(C)CSc1nnc(CCNC(=O)OC(C)(C)C)o1	100	107	-1	-3	-4	104	102	-4	-3	101	103
COc1ccc(C(C)=O)cc1COC(=O)c1cnc(C)cn1	105	104	-7	0	-17	103	103	-9	-10	99	102

Ordered by molecular weight (ascending): part of the list above
SMILES	Rab7 wt GTP bind	Rac1 wt GTP bind	Bcl-XL Bim block	Bim-Bcl-W	Bfl-1 Bim block	Cdc42 wt	Rab2 wt GTP	Bim-Bcl-B	Bcl-2 Bim block	Rac1 mut GTP	HRas wt GTP bind
C=C(C)CSc1nnc(CCNC(=O)OC(C)(C)C)o1	100	107	-1	-3	-4	104	102	-4	-3	101	103
COc1ccc(C(C)=O)cc1COC(=O)c1cnc(C)cn1	105	104	-7	0	-17	103	103	-9	-10	99	102
Cc1ccccc1Nc1scc(-c2ccc(Cl)cc2)[n+]1-c1ccccc1C	106	101	1	-2	-6	98	99	-3	-5	95	98

Carrying on:
SMILES	Rab7 wt GTP bind	Rac1 wt GTP bind	Bcl-XL Bim block	Bim-Bcl-W	Bfl-1 Bim block	Cdc42 wt	Rab2 wt GTP	Bim-Bcl-B	Bcl-2 Bim block	Rac1 mut GTP	HRas wt GTP bind
Cc1cc(C)n(C(CC(=O)O)C(=O)O)n1 (stereo not given)	96	104	-5	-1	-3	100	98	-7	-11	98	101
COC(=O)c1nn(-c2ccc(Oc3ccccc3)cc2)c(=O)cc1O	98	99	-3	1	-6	97	94	-2	-2	92	96
COc1ccc([N+](=O)[O-])cc1NCc1ccccc1C	102	98	-1	1	0	98	100	-1	0	97	100
CS(=O)(=O)N(CC(=O)NCc1ccc(Cl)cc1)C1CCCCC1	94	103	-4	0	1	102	101	-1	1	100	101
COc1ccc(/C=C/C(=O)N(C)c2ccccc2C(=O)O)cc1	106	100	0	-1	-5	102	105	-1	-4	96	97
Cc1ccc2nc(SCC(=O)NCc3ccco3)[nH]c2c1	98	106	-3	0	-7	93	95	-7	-6	97	98
COc1ccc(S(=O)(=O)N(C)CC(=O)Nc2cccc(C(C)=O)c2)cc1Cl	96	98	-10	-4	-24	99	99	-9	-18	100	98
COc1ccc(NC(=O)CN(C)C(=O)c2ccc(C)s2)cc1	103	103	-1	0	-1	101	102	2	2	101	101
Cc1ccc(NC(=O)Nc2ccccc2CC[N+](=O)[O-])cc1	100	94	-3	-3	-4	94	94	-7	-4	94	96
O=C(C1=C[C@H](C2CC2)C[C@H](OCc2ccc(CO)cc2)O1)N1CCN(Cc2ccc3c(c2)OCO3)CC1	102	98	-3	0	-6	96	97	-5	-4	98	98
CCCCCCCCCCCCCCCCn1cc[n+](C)c1	102	99	-1	-2	-7	95	96	-7	-2	94	98
CCS(=O)(=O)N1CCN(c2cnn(-c3ccccc3)c(=O)c2Cl)CC1	102	100	1	-2	-5	98	99	-3	1	98	97
O=C(Nc1nc(-c2ccccn2)cs1)c1cc(Cl)ccc1[N+](=O)[O-]	90	88	-9	0	23	88	89	-55	0	89	87
CCOC(=O)c1c(C)nc2sc(C(=O)Nc3ccc(OC)cc3)c(N)c2c1-c1ccc(OC)cc1	100	101	-3	2	-6	100	98	-8	-7	98	99
Cc1ccc(C)c(Cc2c(C)nc3c(C(=O)N4CCOCC4)cnn3c2C)c1	98	95	0	-1	-1	98	100	-4	-1	98	99
O=C(N/N=C/c1ccncc1)NC1CCCCC1	108	102	3	2	-2	99	100	0	-1	96	102
COC(=O)c1ccccc1NC(=O)C(C)c1ccc([N+](=O)[O-])cc1 (stereo not given)	98	96	4	2	-3	97	97	0	-1	97	96

Screens deposited in PubChem by NMMLSC.
